# Bioassay records (PubChem BioAssay)
# M. tuberculosis GlmU – inhibition of mycobacterial GlmU enzyme – biochemical, glucosamine-1-phosphate acetyltransferase (AID 1376); inhibition, %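 (tested at 30 µM in the primary screen)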; hits with a dose series show IC50 in µM; 0.25% of 220,000 active; M. tuberculosis GlmU acetyltransferase enzyme assay; higher % means a stronger effect; in the data active means inhibition above about 13%; inconclusive means no clear call, values can overlap the other calls;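 further: 0% = complete reaction with vehicle and 100% = reaction without substrate; strong numbers were not always called active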
# Mtb RmlCD inh – inhibitors of Mycobacterium tuberculosis RmlC and RmlD coupled enzymes. P9WH09+P9WH11. RmlC+RmlD coupled enzyme assay, percent inhibition; primary screen in compound mixtures. inhibition, % at 3.6 µM. 0.03% of 160,000 active. AID 1533; in the data active means inhibition mostly above about 34%, no sharp cut-off; inconclusive means no clear call, values can overlap the other calls; inactive means mostly below about 22%; further: some results filed as inactive read as strong as hits
# Target sequence (P9WH09 whole entry, looked up): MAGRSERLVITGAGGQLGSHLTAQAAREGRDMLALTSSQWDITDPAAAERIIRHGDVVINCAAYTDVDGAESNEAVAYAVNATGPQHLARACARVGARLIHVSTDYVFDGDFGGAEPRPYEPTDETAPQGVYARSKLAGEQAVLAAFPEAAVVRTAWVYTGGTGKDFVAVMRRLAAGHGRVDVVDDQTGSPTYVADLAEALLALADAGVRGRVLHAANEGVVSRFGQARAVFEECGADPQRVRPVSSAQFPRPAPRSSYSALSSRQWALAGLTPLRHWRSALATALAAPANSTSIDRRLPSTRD
# Target sequence (P9WH11 whole entry, looked up): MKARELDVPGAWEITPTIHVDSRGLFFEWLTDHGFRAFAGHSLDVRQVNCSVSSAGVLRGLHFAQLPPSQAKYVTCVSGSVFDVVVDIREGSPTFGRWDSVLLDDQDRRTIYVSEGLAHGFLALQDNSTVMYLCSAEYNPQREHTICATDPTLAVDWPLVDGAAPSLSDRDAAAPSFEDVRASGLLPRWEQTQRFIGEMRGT
# The depositor's hits bear a star; ? = inconclusive; · = no result given.
SMILES,M. tuberculosis GlmU,Mtb RmlCD inh
COc1ccc(NS(=O)(=O)c2csc(C(=O)Nc3ccccc3)c2)cc1,1.3%,10.7
O=C(O)c1ccc(S(=O)(=O)N2CCC(c3nc(-c4ccccc4Cl)no3)CC2)cc1,0.5%,-12.0
O=C1CN(C(=O)/C=C/c2ccc(Cl)cc2Cl)CCN1,0.9%,4.4
COc1ccc(C2CCCN2C(=S)Nc2cccc(Cl)c2C)cc1OC (centres undefined),1.3%,2.2
NC(=S)N/N=C/c1ccc(-c2ccc([N+](=O)[O-])cc2)o1,-6.4%,9.6
CCC(c1nnnn1C(C)(C)C)N(CCOC)Cc1cc2cccc(C)c2n2nnnc12 (centres undefined),-4.5%,·
Cc1ccc(NC(=O)CSc2nnc(C(F)(F)F)n2C)cc1[N+](=O)[O-],-1.4%,-3.9
Cc1cccc(N/C=C/C(=O)c2cccs2)c1C,2.4%,-5.3
CCn1c(C)c(P(=O)(N2CCOCC2)N2CCOCC2)c2ccccc21,0.8%,-20.2
COc1ccc(/C=N/NC(=O)c2ccc(NC(=O)c3ccccc3Br)cc2)cc1,8.1%,·
O=C(O)Cc1ccc(NC(=O)C2CCCCC2C(=O)O)cc1 (centres undefined),3.2%,43.5
CCCOc1ccc(C(=O)C(c2ccccc2)N2CCOCC2)cc1 (centres undefined),0.1%,·
Cc1c(NS(=O)(=O)c2ccc(NC3CCCC3)c([N+](=O)[O-])c2)c(=O)n(-c2ccccc2)n1C,1.1%,19.9
C[C@@H]1C[C@@H]2OC(=O)[C@]3(C)[C@H]2[C@@H](OC3(C)O)[C@]2(C)C(=O)CC[C@H]12 (some centres undefined),1.6%,13.0
C=CCn1sc(=N)c(C#N)c1N,-0.7%,-9.9
O=C(NN=C1C2CC3CC(C2)CC1C3)c1ccncc1,0.7%,·
CCCCOC(=O)c1c(C)oc2ccc(NS(=O)(=O)c3ccc4c5c(cccc35)C(=O)N4)cc12,-5.1%,48.2
Cc1sc2ncnc(Sc3nnnn3-c3ccccc3)c2c1C,7.5%,-0.2
O=C(CN1C(=O)CCC1=O)Nc1nc2c(F)cc(F)cc2s1,-6.4%,·
Cc1ccc(C2NCCS2)cc1 (centres undefined),·,2.4
C=CCc1c(C)nc(C)nc1N/N=C/c1ccccc1,5.8%,8.1
Cc1ccccc1Cn1ccc(NC(=O)c2cnn3c2NC(c2ccccc2)CC3C(F)(F)F)n1 (centres undefined),-0.2%,·
COc1ccc(-c2csc(Nc3ncccc3C)n2)cc1OC,3.5%,?
O=C(CNC(c1ccccc1)c1ccccc1)Nc1ccccc1-c1ccccc1,1.9%,-8.5
CCOC(=O)CC1C(=O)NCCN1C(=S)Nc1ccccc1 (centres undefined),1.5%,6.5
CCn1c(SCc2cccc(F)c2)nc2c(c1=O)SCC2,-1.9%,-6.5
O=C(CSc1ccccc1)N1CCc2ccccc21,1.2%,-9.9
CCSC1=NCCN1C(=O)c1ccc(S(=O)(=O)N(CC)CC)cc1,-5.9%,9.0
CC(=O)Nc1ccn(Cc2c(F)cccc2Cl)n1,1.4%,·
Cc1ccc([N+](=O)[O-])cc1N/C=C1\CCc2ccccc2C1=O,1.2%,6.3

# Profiles as entered above. Screens in order: M. tuberculosis GlmU, Mtb RmlCD inh
# Listed for `CCSC1=NCCN1C(=O)c1ccc(S(=O)(=O)N(CC)CC)cc1` → -5.9%, 9.0
# Listed for `COc1ccc(-c2csc(Nc3ncccc3C)n2)cc1OC` → 3.5%, ?
# Listed for `O=C1CN(C(=O)/C=C/c2ccc(Cl)cc2Cl)CCN1` → 0.9%, 4.4
# Listed for `Cc1ccccc1Cn1ccc(NC(=O)c2cnn3c2NC(c2ccccc2)CC3C(F)(F)F)n1` (centres undefined) → -0.2%, ·

# Next part.
SMILES,M. tuberculosis GlmU,Mtb RmlCD inh
O=C(Cn1cc(C(=O)c2ccco2)c2ccccc21)NC1CC1,-3.4%,-4.4
O=C(O)c1cc(-c2ccncc2)nc2ccc(S(=O)(=O)N3CCOCC3)cc12,5.9%,-2.6
CC(C)OC(=O)CC(=O)CSc1nc2c(cc1C#N)CCC2,0.9%,-5.8
COc1ccc(-c2cc(COc3ccccc3)on2)cc1,0.3%,18.2
O=C(O)CCCC(=O)Nc1ccc(C(=O)N2CCCCC2)c(Cl)c1,2.7%,·
Cc1cccc(C(=O)c2ccccc2C(=O)O)c1O,4.8%,-4.5
O=C(Cn1c(=O)oc2cc(S(=O)(=O)N3CCCCCC3)ccc21)NC1CCCCC1,0.1%,-7.0
Cc1ccc2cc(C)c(SCC(=O)Nc3ccc(S(=O)(=O)N4CCCC4)cc3)nc2c1,15.6%,·
COc1cc(NC(=S)N2CCC(C(N)=O)CC2)cc(OC)c1,2.7%,-3.8
O=C(NC1CCN(S(=O)(=O)c2ccccc2)CC1)C1CCCCC1,-3.0%,·
C#CC1(NC(=O)NC(=O)c2c(F)cccc2F)CCCCC1,4.9%,-2.3
CCc1nnc(NC(=O)CN2CCN(c3ccccc3OC)CC2)s1,4.5%,-3.0
COc1cccc(CN(C)CC(=O)NCc2ccccc2Cl)c1,-0.3%,-15.0
COC(=O)CN(c1cc([N+](=O)[O-])ccc1OC)S(C)(=O)=O,-2.1%,10.2
CSc1ccc(/C=C(\NC(=O)c2ccccc2)C(=O)NN)cc1,-4.2%,·
Cc1nnc(NC(=O)CSc2nnnn2Cc2ccccc2)s1,1.8%,2.9
CCOC(=O)N1CCN(C(=O)CSc2nnc(CNC(=O)c3ccccc3F)o2)CC1,1.2%,7.9
CN(C)c1nc(N2CCN(c3ccc(F)cc3)CC2)c(C#N)c(=O)o1,·,-5.1
CN(CCCNC(=O)COc1cc(=O)n(C)c2ccccc12)Cc1ccccc1,2.0%,0.1
CN1/C(=C\C(=O)C[n+]2cccc(C(N)=O)c2)C(C)(C)c2ccccc21,-6.4%,6.2
COc1ccc(OC)c(CNC(=O)C2CCN(S(C)(=O)=O)CC2)c1,-2.1%,5.5
CCCCC1CCC(C(=O)NC2CCS(=O)(=O)C2)CC1 (centres undefined),0.7%,·
Cc1ccc(-c2ccc(C(=O)NCc3ccccc3)o2)c2ccccc12,-0.7%,·
Cc1cc2c(=O)n(Cc3ccco3)c(SCC(=O)N3CCCc4ccccc43)nc2s1,0.6%,·
O=C(c1ccccc1F)N1CCC(O)(c2cccnc2)CC1,-0.5%,·
Cc1cc2ccccc2nc1SCC(=O)NC1CCCC1,0.9%,6.5
Cc1ccc(CN2CCN(Cc3cn[nH]c3-c3ccccc3)CC2CCO)o1 (centres undefined),7.2%,-3.0
Cc1sc2ncnc(NC(C)C(=O)O)c2c1C (centres undefined),5.2%,11.8
CC(=NC(C)C)C1=C(O)C(C)OC1=O (centres undefined),6.8%,5.5
Nc1nc(Nc2cccc(F)c2)nc(NCCO)c1[N+](=O)[O-],2.1%,10.8
CCN(CCCNS(=O)(=O)c1ccc2c(c1)CCN2C(C)=O)c1cccc(C)c1,-5.3%,6.8
O=[N+]([O-])c1ccc(/C=N/Nc2ncc(-c3ccccc3)cn2)cc1,-4.1%,8.9
C=CCn1c(COc2ccccc2F)nnc1SCC(=O)Nc1cc(C)on1,-3.2%,·
Cn1cc(-c2ccc(Cl)cc2)cc(C#N)c1=O,1.3%,-10.1
CC(=O)C1=C(C)N(Cc2ccccc2)C(=O)N[C@H]1c1ccco1,-4.4%,·
COC(=O)C(C)N(c1ccc(C)cc1)S(=O)(=O)c1c(C)[nH]c(=O)[nH]c1=O (centres undefined),2.5%,4.9
COc1ccc(-n2c(=O)c3c4c(sc3n(CC(N)=O)c2=O)CCCCC4)cc1,-2.4%,-0.5
Cc1ccc(CNC(=O)c2cc3c(=O)n4ccccc4nc3n(CC3CCCO3)c2=N)cc1 (centres undefined),0.2%,?
CCC(=O)/C=C1\Sc2ccc(OC)cc2N1CC,-1.9%,-9.9
Cc1ccc(C(=O)CSc2nnc3c4ccccc4nc(C(C)(C)C)n23)cc1,-0.3%,2.4
COc1ccc(N(CC(=O)NC2CCCCC2)C(=O)CNC(=O)c2ccco2)cc1OC,1.6%,·
Cc1cc(C(=O)NNC(=S)Nc2ccccc2C)cs1,5.3%,7.2
Cc1cccc(-n2c(C)cc(C=C(C#N)C#N)c2C)c1,3.4%,-13.1
COc1ccc(C(c2nnnn2C(C)(C)C)N2CCN(c3nc4ccccc4s3)CC2)cc1OC (centres undefined),-1.9%,-2.2
COCCNC(=S)Nc1ccc2nsnc2c1,0.3%,3.3

# A second format for some results above:
Cc1cc(C(=O)NNC(=S)Nc2ccccc2C)cs1
  M. tuberculosis GlmU = 5.3%	Mtb RmlCD inh = 7.2
Cc1cccc(-n2c(C)cc(C=C(C#N)C#N)c2C)c1
  M. tuberculosis GlmU = 3.4%	Mtb RmlCD inh = -13.1
COc1ccc(C(c2nnnn2C(C)(C)C)N2CCN(c3nc4ccccc4s3)CC2)cc1OC (centres undefined)
  M. tuberculosis GlmU = -1.9%	Mtb RmlCD inh = -2.2
COCCNC(=S)Nc1ccc2nsnc2c1
  M. tuberculosis GlmU = 0.3%	Mtb RmlCD inh = 3.3

# The list goes on:
SMILES,M. tuberculosis GlmU,Mtb RmlCD inh
COc1ccccc1COC(=O)Nc1c(C)nn(C)c1Cl,-1.2%,5.2
O=C(CN1CCCN(Cc2ccc(F)cc2Cl)C1=O)NC1CCCCCCC1,-6.7%,·
O=C(COc1ccc(Cl)cc1)NCc1nnc(SCC(=O)Nc2ccccc2F)o1,1.3%,13.5
Cc1cnc(C(=O)Nc2ccccc2-c2nnn(CC(=O)NC3CCCC3)n2)cn1,5.3%,6.0
CC(=O)Nc1nnc(S(N)(=O)=O)s1,1.7%,·
Cc1ccc2[nH]c3c(=O)n(Cc4ccco4)cnc3c2c1,3.2%,-11.5
COc1ccc([C@H]2/C=C\CN(C(=O)C3CCCC3)[C@@H](C)C(=O)N2Cc2ccc(F)cc2)cc1,4.7%,·
CCc1nnc(NC(=O)CSc2nnc(CCc3nc4ccccc4[nH]3)n2C)s1,1.1%,·
COc1cc2c(cc1OC)C(NC(=O)C(F)(F)F)CNC2=O (centres undefined),-1.9%,-8.3
COc1ccc(C)cc1NC(=O)CCC(=O)Nc1ccc2nc(N3CCN(C)CC3)cc(C)c2c1,·,5.8
CCCc1cc(=O)[nH]c(=S)[nH]1,1.1%,·
FC(F)(F)c1cccc(NCc2cn3cccnc3n2)c1,·,22.6
COc1ccccc1-n1c(=O)c(C#N)c(-c2ccc([N+](=O)[O-])cc2)c2cc(C(=O)c3cc(F)ccc3O)cnc21,-1.7%,8.2
O=S(=O)(c1ccc(F)c(F)c1F)N1CCN(C(=S)NCc2ccccc2)CC1,3.6%,-5.7
O=S(=O)(c1ccc(-n2cnnn2)cc1)N1CCC(N2CCCCC2)CC1,-1.2%,-14.0
Cc1cc(C)nc(SCCN(C)C)n1,-2.9%,-0.6
COc1ccc(OCC(=O)N2CCN(C(C)C)CC2)cc1,-3.1%,·
CC(NC(=O)c1cc2sccc2n1C)c1ccc2c(c1)OCCO2 (centres undefined),·,6.6
COc1ccc2cc3c(N)nn(C(=O)Cc4ccc(Cl)cc4)c3nc2c1,·,-6.4
CC(C)c1ccc(NC(=S)NN2CCOCC2)cc1,2.4%,-7.3
COc1cccc(C2CC(c3ccc(C)cc3)n3nc(N)nc3N2)c1 (centres undefined),-5.8%,6.2
CCc1ccc(-n2nc3ccc(NC(=O)c4ccc5c(c4)OCO5)cc3n2)cc1,0.6%,2.4
Cc1ccc(Cn2cnc3ccccc32)cc1C,-3.9%,-8.8
Cn1c(NCc2ccco2)nc2c1c(=O)n(Cc1ccc(Cl)cc1)c(=O)n2C,0.5%,70.0
CCOc1cc(C(=O)NC(=S)Nc2ccc(Cl)c(C(=O)O)c2)cc(OCC)c1OCC,-1.7%,8.5
CCCCCC[n+]1c(-c2ccccc2)csc1Nc1ccccc1,-3.2%,-2.6
CNc1ccccc1C(C)(C)c1cc(-c2cc(C)cc(C)c2)no1,-0.1%,9.2
CCN1CCN(C(=O)COc2ccc(S(=O)(=O)N(C)Cc3ccccc3)cc2)CC1,-0.7%,13.1
Cc1onc(-c2c(F)cccc2Cl)c1C(=O)OCC(=O)NC(N)=O,-2.4%,-10.6
CCOC(=O)c1ccc(NC(=O)CN2C(=O)CNC2=O)cc1,1.2%,·
CCc1sc(-c2ccccc2)nc1C(=O)OC,-3.1%,-9.2
C=CCc1c(C)nc(SC)nc1Nc1ccc(C(=O)O)cc1,1.9%,-9.0
N#CC/C(N)=N/NC(=O)CCCNc1ncc(C(F)(F)F)cc1Cl,-2.2%,-8.1
Cc1cc(C(=O)N/N=C/c2c[nH]c3ccccc23)cs1,4.1%,·
COc1cc(C(=O)OC2CCN(C)CC2)cc(OC)c1OC,1.1%,·
Cc1cc(C)n(-c2ccc(C(=O)Nc3cc(C(F)(F)F)ccc3N3CCOCC3)cc2)n1,4.3%,8.2
CCC(C(=O)NC1CCCCC1)n1c(SCc2cccc(F)c2)nc2ccncc21 (centres undefined),-3.4%,·
CCOc1c(Br)cc(CNc2ccc3c(c2)OCCO3)cc1OC,0.8%,15.2
COc1ccc(CCNC(=O)C2CC(c3ccccc3F)=NO2)cc1 (centres undefined),3.8%,·
O=C(c1ccc2c(=O)n(-c3ccccc3)c(=O)[nH]c2c1)N1CCN(c2ccc(F)cc2)CC1,0.2%,-0.4
COc1ccc(N(C(=O)c2ccco2)S(=O)(=O)c2cc(OC)ccc2OC)cc1,1.8%,9.4
CCOC(=O)CSc1snnc1C,-5.5%,·
COc1ccc2nc(NC(=O)[C@@H]3CCCN3C(=O)c3cccs3)sc2c1,-8.0%,·
COc1ccc(CCNC(=O)c2c(O)c3c([nH]c2=O)CCCC3)cc1,0.6%,35.1
CC1CCN(S(=O)(=O)c2cccc(C(=O)NNC(=O)c3ccco3)c2)CC1,0.8%,66.5

# The list is partial (hit frequency here may not be typical).
